PhoP GFP inhibition: Inhibition of PhoP regulon, Salmonella typhi GFP reporter cells, confirmation, 4 h (AID 1850). Salmonella Typhi PhoP-promoter GFP reporter, fluorescence, 4 h; higher % means a stronger effect. one-dose inhibition, % at 50 µM; IC50 in µM for titrated hits. hit rate 0.33% among 310,000; in the data active = a potency from the dose series; inconclusive = inhibition mostly from about 25% at the one dose, without a potency; inactive = the rest, 99 in 100 with inhibition below about 19%;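 note: 0% = induced wells with vehicle and 100% = uninduced wells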
VEEV TC-83 Vero: inhibitors of VEEV TC-83 cytopathic effect, confirmation, Vero cells (AID 588727). Vero cells, VEEV TC-83 cytopathic effect inhibition; higher % means a stronger effect. inhibition, % at 20 µM, or IC50 in µM where a hit was titrated. hit rate 0.13% among 350,000; in the data active = a potency from the dose series; inconclusive = inhibition mostly from about 14% at the one dose, without a potency; inactive = the rest, 99 in 100 with inhibition below about 12%; note: strong numbers were not always called active
M. tuberculosis HTS: M. tuberculosis growth inhibition, HTS (AID 449762); one-dose inhibition, % at 25 µM; IC50 in µM for titrated hits; M. tuberculosis H37Rv growth inhibition, 7H9 media; higher % means a stronger effect; hit rate 0.59% among 330,000; in the data active = a potency from the dose series; inconclusive = inhibition above about 70% without an active follow-up result;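 note: bacterial growth assessed after seven days of incubation; strong numbers were not always called active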
M. tuberculosis: growth inhibition of non-replicating M. tuberculosis (AID 488890) | Mycobacterium tuberculosis non-replicating, growth inhibition; higher % means a stronger effect | one-dose inhibition, % at 25 µM; IC50 in µM for titrated hits | hit rate 0.39% among 320,000; in the data active = a potency from the dose series; inconclusive = inhibition mostly from about 82% at the one dose, without a potency; inactive = the rest, 99 in 100 with inhibition below about 76%;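 note: plate controls were DMSO cells for no effect and high antibiotic wells for full effect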
influenza NS1A: NS1A inhibition, H1N1 influenza, cell based functional assay (AID 504329) | hit rate 0.3% among 340,000 | one-dose inhibition, % at 12.5 µM; IC50 in µM for titrated hits | NS1A functional cell-based assay, percent inhibition; higher % means a stronger effect; in the data active = a potency from the dose series; inconclusive = inhibition above about 27% without an active follow-up result; note: strong numbers were not always called active
An asterisk follows results filed as active; i = inactive; ? = inconclusive; · = not tested or not shown.

SMILES	PhoP GFP inhibition	VEEV TC-83 Vero	M. tuberculosis HTS	M. tuberculosis	influenza NS1A
CCOCCCN(C)C1CCN(C(=O)c2oc3ccccc3c2NC(=O)COc2ccc(F)cc2)CC1	5%	6.2%	-1%	16%	2%
COC(=O)C(Cc1ccccc1)NC(=O)c1ccc(NS(=O)(=O)c2ccc3[nH]c(=O)[nH]c3c2)cc1 (centres undefined)	·	i	-10%	-1%	1%
COc1ccc(-c2nc3n(c(=O)c2C#N)CCS3)cc1	2%	i	-1%	0%	10%
COC(=O)Sc1nc(N2CCOCC2)c2c(c1C#N)CC(C)(C)OC2	-16%	0.7%	-5%	·	7%
Cn1c(=O)c2cn(-c3ccccc3)cc2n(C)c1=O	4%	3.4%	6%	-14%	4%
COc1ccc(NC(=O)C2CCCN2C(=O)Nc2cccc(F)c2)cc1 (centres undefined)	4%	i	-7%	2%	13%
O=C(NCCc1nc2ccccc2[nH]1)/C(=C/c1ccco1)NC(=O)c1ccccc1Br	-6%	3.6%	-1%	-12%	3%
Cn1c(SCC(=O)Nc2cccc(F)c2)nc2c([nH]c3ccccc32)c1=O	-1%	4.6%	2%	-4%	-3%
Cc1ccc(NC2=C/C(=N/S(=O)(=O)c3cccs3)c3ccccc3C2=O)cc1	-4%	11%	63%	68%	3%
CCCCc1nnc(NC(=O)CSCc2cc(=O)n3ccsc3n2)s1	2%	2.8%	-2%	21%	5%
O=C(Cc1cccs1)N(c1ccc(F)cc1)C1(C(=O)NC2CCCCC2)CCCC1	1%	i	4%	70%	-3%
O=C(Nc1c(O)c2ccccc2[nH]c1=O)c1ccco1	12%	1.2%	-6%	-4%	-2%
COc1ccc2c(C)cc(SCC(=O)c3ccc4c(c3)OCO4)nc2c1	0%	1.6%	-2%	-6%	0%
Nc1ccc2nc(SCC(=O)Nc3ccc(N4CCOCC4)c(Cl)c3)sc2c1	13%	i	2%	50%	-1%
CC(C)CSc1nnc2c(n1)[nH]c1ccccc12	2%	0.3%	-4%	26%	2%
O=C(c1cccs1)N1CCN(Cc2ccncc2)CC1	1%	3.6%	0%	-9%	-13%
Cn1c(=O)c2c(nc3n2CC(COc2ccccc2)O3)n(C)c1=O (centres undefined)	-1%	0.0%	-7%	-3%	2%
O=C(COc1ccccc1O)Nc1ccccc1Cl	17%	0.8%	-11%	-18%	22%
CN(CC(=O)Nc1ccc(OC(F)(F)F)cc1)C(=O)/C=C/c1cc2c(cc1[N+](=O)[O-])OCO2	·	4.3%	30µM*	51%	-1%
COc1cccc(C(=O)CC(=O)C(=O)Nc2cccc([N+](=O)[O-])c2C)c1	0%	0.7%	0%	74%	-11%
Cc1ccc2nc(N/N=C/c3ccccc3F)nc(-c3ccccc3)c2c1	-2%	10.0%	10%	34%	-14%
CCOc1ccc(NC(=O)CNC(=O)c2nn(-c3ccc(OC)c(OC)c3)c(=O)c3ccccc23)cc1	-7%	11%	-6%	-6%	9%
CN(CC(=O)NCc1cccnc1)S(=O)(=O)c1ccccc1	13%	4.8%	-4%	-5%	-1%
CC1(C)C(=O)Nc2ccccc2N1C(=O)CSc1nc(-c2ccccc2)cs1	-1%	0.3%	-5%	5%	-4%
CCOC(=O)/C(=N/Nc1ccccc1OC)N1CCCc2ccccc21	3%	3.2%	0%	24%	-16%

Carrying on.
SMILES	PhoP GFP inhibition	VEEV TC-83 Vero	M. tuberculosis HTS	M. tuberculosis	influenza NS1A
CC(C)CNS(=O)(=O)c1ccc(CC(C)C)cc1	-3%	0.2%	-6%	-4%	-2%
CCCN(CCC)CCCNC(=O)c1cc2c(=O)n(CC)c3ccccc3c2s1	4%	5.0%	2%	32%	-3%
O=C(COC(=O)c1ccc(NS(=O)(=O)c2cccs2)cc1)NCc1ccco1	16%	0.1%	9%	-2%	8%
Cc1cc(C(=O)OCC(=O)Nc2ccc(F)cc2F)c(C)o1	15%	2.6%	5%	53%	1%
CC1(C(=O)NC2CCCCCCC2)CCC(=O)N1CCN1CCOCC1 (centres undefined)	1%	0.4%	-10%	-3%	-2%
CCOC(=O)c1cnc2c(C)cccc2c1NCCc1ccc(OC)c(OC)c1	6%	5.5%	10%	20%	2%
COc1ccc(CCNC(=O)COc2ccccc2[N+](=O)[O-])cc1OC	-9%	0.9%	2%	-2%	10%
Cc1ccccc1C(=O)N/N=C/c1cccc2ccccc12	-11%	2.3%	8%	6%	-2%
CCc1cccc(OCC2Cn3c(nc4c3c(=O)[nH]c(=O)n4C)O2)c1 (centres undefined)	-5%	0.7%	-2%	1%	-22%
CCc1noc(C)c1C(=O)NNC(=O)c1cc(OC)cc(OC)c1	·	2.5%	-9%	-14%	-6%
CCN(CCn1cccn1)C(=O)CCc1nnc(Cc2c[nH]c3ccccc23)o1	-9%	1.1%	1%	-8%	5%
COc1ccc(CC(=O)NC2CCN(CC(=O)Nc3ccc4c(c3)OCCO4)CC2)cc1OC	-7%	i	-2%	7%	11%
CC(C)c1c(O)nc(SCC(=O)N2CCOCC2)[nH]c1=O	25%	1.7%	6%	4%	0%
CC(=O)NC(Cc1ccccc1)C(=O)NC1CCN(C(=O)NC2CCCCC2)CC1 (centres undefined)	3%	i	4%	2%	7%
CSc1ccccc1NC(=O)c1cc(CC(C)C)on1	6%	0.5%	?	77%	-3%
Oc1ccccc1/C=N/n1cnn(Cc2ccccc2Cl)c1=S	-13%	0.7%	-5%	9%	5%
N#Cc1ccc(Sc2ccccn2)c([N+](=O)[O-])c1	-1%	3.4%	9%	2%	-2%
CCS(=O)(=O)N1CCN=C1SCc1ccc(F)cc1	3%	0.3%	-4%	1%	-3%
Cc1cccc(NC(=O)c2c(C)cc(=O)oc2C)n1	-2%	0.6%	-8%	-6%	4%
O=C1Nc2ccccc2C12OC1CCCCC1O2 (centres undefined)	-2%	i	?	64%	1%
CCOC(=O)N1CCC(Nc2c(NCCCN3CCN(c4ccc(OC)cc4)CC3)c(=O)c2=O)CC1	-12%	0.1%	-6%	-4%	-9%
CCCCn1c(N)c(N(CC(C)C)C(=O)c2ccco2)c(=O)[nH]c1=O	1%	5.3%	-3%	-7%	-11%
O=C(COc1ccc2c(c1)CCC2)NCc1ccc(Cl)cc1	-3%	i	3%	72%	-26%
Cc1cccc2cc(C#N)c(SCCN3CCCCC3)nc12	1%	·	-5%	16%	·
Cc1c(C(c2ccccc2Br)c2c(C)n(C)n(-c3ccccc3)c2=O)c(=O)n(-c2ccccc2)n1C	3%	0.2%	5%	15%	-4%

Pulled by structure from above, 2 records:
SMILES	PhoP GFP inhibition	VEEV TC-83 Vero	M. tuberculosis HTS	M. tuberculosis	influenza NS1A
Cc1ccc(NC2=C/C(=N/S(=O)(=O)c3cccs3)c3ccccc3C2=O)cc1	-4%	11%	63%	68%	3%
Cn1c(=O)c2cn(-c3ccccc3)cc2n(C)c1=O	4%	3.4%	6%	-14%	4%

Other records.
SMILES	PhoP GFP inhibition	VEEV TC-83 Vero	M. tuberculosis HTS	M. tuberculosis	influenza NS1A
Cc1cccc(Cc2nnc(CCC(=O)N(C)CCc3ccccc3)o2)c1	4%	2.0%	-1%	17%	-2%
CN(C)CCNC(=O)/C=C/c1cn(-c2ccccc2)nc1-c1cc2ccccc2oc1=O	15%	1.7%	5%	37%	-5%
OCC[C@@H]1C[C@H](O)[C@@H](O)[C@]2(CCCCO2)O1	-4%	i	2%	3%	-11%
Fc1ccc(C2C3=C(Nc4ncnn42)c2ccccc2OC3c2ccncc2)cc1 (centres undefined)	-4%	i	-5%	·	3%
O=C(Nc1ccccc1)C1=C[C@@H](c2ccc(C(F)(F)F)cc2)C[C@@H](OCCCCO)O1	3%	1.5%	9%	6%	2%
O=C(Nc1ccc(F)cc1)Nc1ccc(NC(=O)c2ccccc2O)cc1	-17%	0.3%	4%	-6%	·
COc1ccc(-c2cc(C(F)(F)F)c3c(N)c(C(=O)NCCSC)sc3n2)cc1	2%	1.4%	-1%	25%	-9%
COc1ccc2cc3cc(C(=O)N4CCN(Cc5ccc6c(c5)OCO6)CC4)oc3nc2c1	0%	6.0%	-11%	11%	>100µM*
COc1cc(C2CC(=O)N3CN(c4ccccc4C)CSC3=C2C#N)cc(OC)c1OC (centres undefined)	10%	·	-1%	34%	·
CCOC1(C(F)(F)F)NC(=O)N(Cc2ccc(OC)cc2)C1=O (centres undefined)	16%	i	-11%	36%	-12%
CCCCOc1ccccc1C1CC(=O)NC2=C1C(=O)CCC2 (centres undefined)	-3%	8.9%	-2%	9%	-4%
Cc1ccc(N(Cc2ccccc2)C(=O)c2cccc(S(=O)(=O)N3CC(C)OC(C)C3)c2)cc1 (centres undefined)	-3%	5.1%	2%	1%	0%
Cc1ccc2c(Cl)c(C)c(N3CCOCC3)nc2n1	·	0.7%	·	·	6%
COc1ccc(C(O)Cc2nc3ccccc3n2C)cc1OC (centres undefined)	-1%	3.8%	8%	1%	15%
CC(=O)N[C@@H](Cc1c[nH]c2ccccc12)C(=O)NC1CC1	-5%	0.3%	1%	-1%	-2%
COC(=O)c1cnc(NNC(=O)c2ccc([N+](=O)[O-])cc2)nc1C(F)(F)F	2%	1.1%	0%	-9%	2%
CCOc1ccc(NC(=O)CCN2C(=O)CSc3ccccc32)cc1	·	5.5%	-10%	22%	-8%
CC1(C)Cc2c(c(N3CCOCC3)nc3sc4c(NCCN)ncnc4c23)CO1	·	?	·	·	9%
COc1ccc(C([O-])=Nc2ccc[n+](-c3nc4ccccc4nc3NS(=O)(=O)c3ccccc3)c2)cc1	-5%	·	2%	23%	·
O=C(Nc1cccc(F)c1)c1cccnc1NCCc1ccccc1	10%	0.8%	19%	45%	-10%
Cc1ccc(C)c(-n2c(SCC(=O)NC(C(=O)O)C(C)C)nnc2-c2cccc(Cl)c2)c1 (centres undefined)	-19%	1.2%	9%	22%	-13%
Cc1ccccc1Nc1cc(C(=O)NCc2ccco2)c2ccccc2n1	-2%	5.8%	7%	-11%	-3%
C1=C(c2ccccc2)Nc2ccccc2N=C1c1ccccc1	-6%	1.3%	0%	71%	1%
N=c1c2c3c(sc2ncn1Cc1ccccc1)CCCC3	1%	?	0%	17%	0%
COc1ccc(S(=O)(=O)N2CCC(C(=O)N[C@@H](C)C(=O)N3CCCCCC3)CC2)cc1	-4%	2.6%	2%	5%	16%

(list continues)
SMILES	PhoP GFP inhibition	VEEV TC-83 Vero	M. tuberculosis HTS	M. tuberculosis	influenza NS1A
Cc1ccccc1CN(C)CC(=O)Nc1c(C)cccc1C(C)C	-8%	i	-6%	22%	-4%
Cc1nn(-c2ccccc2)c(Cl)c1C(=O)NCC1CCCO1 (centres undefined)	·	0.7%	-14%	-9%	-5%
CCc1c(C)nc(SCC(=O)Nc2ccc(Br)cc2)[nH]c1=O	·	1.8%	-5%	8%	-19%
O=C(CC1c2ccccc2Oc2ccccc21)Nc1ccccc1C(F)(F)F	1%	i	-8%	-14%	1%
COC(=O)c1scc(C)c1NC(=O)C1CCCCC1	2%	i	-5%	13%	11%
COC(=O)C1=C(C)N(Cc2ccccc2)C(=NCc2ccco2)N[C@H]1c1cccc(F)c1	·	i	11%	?	13%
CCn1ncc([N+](=O)[O-])c1C(=O)N1CCCC1	8%	1.9%	3%	-10%	-1%
COc1ccc(Cl)cc1NC(=S)Nc1cccnc1	1%	0.6%	-2%	25%	-6%
Cc1cc(C(=O)O)ccc1-c1ccc(/C=C2\NC(=O)N(Cc3ccccc3Cl)C2=O)o1	-5%	8.3%	23%	-4%	-3%
Cc1ccc(C(C(=O)NC2CCCC2)N2CCCCC2)cc1 (centres undefined)	1%	1.0%	-1%	·	3%
CCOc1ccc(CN2CCN(C(=O)c3ccccc3)CC2)cc1	0%	8.8%	-8%	-4%	-9%
CC(=O)c1cccc(NS(=O)(=O)c2cc3c(cc2C)N(C(C)=O)CCO3)c1	-2%	i	-4%	4%	2%
COc1ccc(C(=O)Nc2ccc(Cl)c(S(=O)(=O)N3CCOCC3)c2)cc1	·	8.5%	5%	42%	0%
CCO[C@@H]1OC(C(=O)N2CCCCCCC2)=C[C@H](c2csc3ccccc23)[C@H]1CCCO	7%	0.1%	4%	22%	7%
CCS(=O)(=O)N1CCCC(C(=O)NCc2cccnc2)C1 (centres undefined)	-7%	0.4%	-11%	0%	-2%

A different layout for some results above.
canonical_smiles: CCc1c(C)nc(SCC(=O)Nc2ccc(Br)cc2)[nH]c1=O
  PhoP GFP inhibition = ·	VEEV TC-83 Vero = 1.8%	M. tuberculosis HTS = -5%	M. tuberculosis = 8%	influenza NS1A = -19%

canonical_smiles: O=C(CC1c2ccccc2Oc2ccccc21)Nc1ccccc1C(F)(F)F
  PhoP GFP inhibition = 1%	VEEV TC-83 Vero = i	M. tuberculosis HTS = -8%	M. tuberculosis = -14%	influenza NS1A = 1%

Screens (PubChem BioAssay)
